# Compound activity (PubChem)
# Keap1-Nrf2 PPI = inhibitors of human Keap1-Nrf2 protein-protein interaction. Keap1 Kelch-Nrf2 peptide fluorescence polarization, 1536-well. actives 0.15% (n = 340,000). Q14145. inhibition, % at 9.4 µM; in the data active means inhibition above about 12%; inconclusive means no clear call, values can overlap the other calls; inactive means below about 7.3%;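 further: human Keap1 Kelch domain with fluorescein labeled Nrf2 9mer peptide probe; 0% = neutral control wells and 100% = peptide positive control; higher means more block of Keap1 binding to Nrf2 peptide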
# Target sequence (Q14145 whole entry, looked up, the tested form may be a part): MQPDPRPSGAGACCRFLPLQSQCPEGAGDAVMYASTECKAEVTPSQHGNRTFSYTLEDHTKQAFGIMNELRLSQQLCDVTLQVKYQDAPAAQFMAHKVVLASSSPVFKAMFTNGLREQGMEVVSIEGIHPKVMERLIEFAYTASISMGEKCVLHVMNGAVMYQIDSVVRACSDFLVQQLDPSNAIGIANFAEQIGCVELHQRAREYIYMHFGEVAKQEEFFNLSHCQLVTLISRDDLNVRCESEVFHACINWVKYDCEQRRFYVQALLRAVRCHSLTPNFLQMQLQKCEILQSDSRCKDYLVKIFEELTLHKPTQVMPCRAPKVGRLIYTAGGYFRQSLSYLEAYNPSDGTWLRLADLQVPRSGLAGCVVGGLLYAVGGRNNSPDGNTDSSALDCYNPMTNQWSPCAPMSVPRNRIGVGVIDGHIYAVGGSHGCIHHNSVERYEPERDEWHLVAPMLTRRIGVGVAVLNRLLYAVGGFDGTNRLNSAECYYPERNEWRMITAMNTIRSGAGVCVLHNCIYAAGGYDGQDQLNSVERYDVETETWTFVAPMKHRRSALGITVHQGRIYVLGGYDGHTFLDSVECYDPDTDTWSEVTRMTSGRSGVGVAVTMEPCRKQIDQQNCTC
# MOR-DOR ag = OPRM1-OPRD1 heterodimerization agonism. P35372+P41143. cells, luminescence. activation, % at 9.3 µM. actives 0.3% (n = 340,000). AID 504326; in the data active means activation above about 18%;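 further: 0% = vehicle-treated cells and 100% = reference agonist; values of inactives mirror those of a sister screen read the other way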
# Cardiac RTF inh = cardiac RTF calcium desensitization; P19429+P45379; IANBD-labeled cardiac RTF, Ca2+ fluorescence; inhibition, % at 7.15 µM; actives 0.12% (n = 340,000);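 active means inhibition above the mean inhibition of all tested compounds plus 3 SD, cut at about 17% in these data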;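 further: assay run at fixed EC70 calcium of 1.6 mM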
# Wnt bcat act = activates Wnt/beta-catenin signaling in a reporter cell assay. activator, plate reader. activation, % at 9.35 µM. actives 1.2% (n = 300,000). AID 743398; in the data active means activation above about 30%, passing the limit was not always enough; inconclusive means no clear call, values can overlap the other calls;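 further: 0% = neutral control wells and 100% = positive control wells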
# V-ATPase pH = regulators of yeast V-ATPase proton transport | S. cerevisiae, pHLuorin cytosolic pH fluorescence | response, % at 10 µM | actives 0.37% (n = 350,000) | AID 504577; in the data active means response mostly above about 7.3%, no sharp cut-off; inactive means mostly below about 5.4%; further: actives read high; inactives centre near 0; some compounds called inactive have numbers as strong as hits; reference of the scale not given here
# C-LANA FP = KSHV C-LANA DNA binding inhibition | actives 0.078% (n = 340,000) | inhibition, % at 9 µM | MBP-C-LANA/FAM-LBS DNA binding, fluorescence polarization;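 active means highest replicate inhibition at or above 60% at 9 µM, even if other replicates fall short; inactive means all replicates below 60% inhibition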;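 further: 0% = neutral control wells and 100% = 4 µM acridine orange control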
# Arrestin-AP2 inh = human beta-arrestin and AP2 interaction inhibition; inhibition, % at 10 µM; FITC-arrestin peptide / GST-AP2 beads, flow cytometry; AP2 beta2 appendage carries R879A mutation; actives 0.31% (n = 340,000);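 active means inhibition above a set limit, near 3 SD of compounds lacking own fluorescence, cut at about 54% in these data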;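 further: plate controls were DMSO wells for no effect and 5 µM unlabelled arrestin peptide for full effect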
#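 Assay system: GST-AP2 R879A bound to glutathione beads, E. coli-expressed; Medium: PBS with 0.05% Tween 20 and 0.1% BSA; Also added: fluorescein-tagged arrestin peptide at 50 nM final; Timing: 12 min plus 1 h, RT; Measured by: flow cytometry, FL1 (488/535 nm); Evaluation: percent drop in bead-associated FITC signal.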
# cardiac RTF act = increases calcium sensitivity of human cardiac regulated thin filaments; actives 0.24% (n = 340,000); IANBD-labeled TnC RTF fluorescence at EC20 calcium; 0% EC20 calcium, 100% full calcium; P19429+P45379; activation, % at 7.2 µM;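 active means activation above the mean over all tested compounds plus 3 SD, cut at about 30% in these data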;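 further: rise in fluorescence read as greater calcium sensitivity of cardiac thin filaments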
# Pemphigus Ab inh = inhibitors of pemphigus antibody binding to human desmoglein-3; AID 588358; actives 0.48% (n = 310,000); binding (percent of control), % at 10 µM; DSG3-coupled beads, scFv-anti-DSG3-GFP binding, flow cytometry; stronger effect = lower value;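 active means binding more than 3 SD below its plate's average and above zero; inconclusive means below that plate limit but binding exactly zero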;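 further: hits lower antibody fragment binding to DSG3; some compounds called inactive have numbers as strong as hits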
# MOR-DOR inv ag = inverse agonist of human OPRM1-OPRD1 heterodimerization; P35372+P41143; cell-based MOR-DOR heterodimer luminescence, inverse agonism; inhibition, % at 9.3 µM; actives 0.21% (n = 340,000); AID 504357; in the data active means inhibition above about 22%, passing the limit was not always enough;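 further: 0% = cells with DMSO and 100% = wells without cells with DMSO; values of inactives mirror those of a sister screen read the other way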
# * = called active by the depositor; ? = inconclusive; · = not tested or not shown. Rows were taken by chance. About 3.1% of those tested had a hit in this group.
mol	V-ATPase pH	MOR-DOR ag	Pemphigus Ab inh	C-LANA FP	Arrestin-AP2 inh	cardiac RTF act	MOR-DOR inv ag	Keap1-Nrf2 PPI	Cardiac RTF inh	Wnt bcat act
O=C(N/N=C/C=C\c1ccco1)c1cccs1	0	·	95	-0.2	-2	·	·	-2	·	4
Cc1ccc(C(=O)CSc2nnc(-c3ccccc3N)n2C)cc1	-4	-0.3	101	-0.1	0	1	2	-7	0	·
CCOC(=O)N1CCC(n2c(SCC(=O)c3ccccc3)nc3ccsc3c2=O)CC1	-1	-2.6	85*	-0.7	3	4	14	-2	1	6
CSc1ccc(S(=O)(=O)N2CC(=O)Nc3ccccc32)cc1	1	-3.3	102	-0.5	19	5	16	-6	0	-1
Cc1cc(N2C(=O)C(O)=C(C(=O)c3cc4ccccc4o3)C2c2ccc([N+](=O)[O-])cc2)no1 (stereo not drawn)	0	-1.6	96	0.2	3	0	9	5	0	-3
COC(/C=C/Nc1ccc(C)cc1)=C(C#N)C#N	4	2.3	100	0.3	-6	5	-14	3	-14	1
Cc1ccc(C(C(=O)NCc2ccccc2)N(C(=O)c2csnn2)c2cccc3ccccc23)o1 (stereo not drawn)	6	0.8	100	-0.3	4	4	-4	-3	-8	5
Cc1ccc2c(c1C)NC(=O)C2(O)CC(=O)c1ccc2c(c1)OCO2 (stereo not drawn)	-1	-1.9	106	0.4	5	-5	10	-7	-13	·
COCCNC(=O)C(c1ccc(O)cc1)N(Cc1cccs1)C(=O)CCC(=O)Nc1ccccn1 (stereo not drawn)	2	0.3	·	0.7	-5	-1	-2	-2	8	1
CCOC(=O)c1cc(-c2ccccc2C)nn1CC1CC(c2ccc(OC)cc2)=NO1 (stereo not drawn)	-5	-0.5	106	1.2	6	0	3	2	4	-1
O=C(c1cccc(S(=O)(=O)Nc2ccccc2Cl)c1)N1CCC1	-1	0.1	106	-0.3	27	10	-1	3	3	4
O=S1CCCSC1c1cccnc1 (stereo not drawn)	0	-2.3	·	0.0	6	5	13	-2	1	·
CC(NC(=O)C(=O)NCc1cccs1)c1ccccc1 (stereo not drawn)	5	-1.7	101	0.8	-2	-3	8	-1	-4	0
COc1ccccc1NC(=O)C1=C(C)Nc2nc3ccccc3n2C1c1cccs1 (stereo not drawn)	0	-0.1	87	-0.6	10	-16	0	-4	-4	-11
CCn1c(=N)n(CC(=O)c2ccco2)c2ccccc21	1	-3.5	102	-1.5	9	-1	15	-6	2	·
CC(C(=O)Nc1cccc(S(=O)(=O)N2CCOCC2)c1)N1CCN(C/C=C/c2ccccc2)CC1 (stereo not drawn)	-3	-2.4	103	-0.7	10	3	13	0	7	0
COC(=O)[C@@H](CC(C)C)N(Cc1ccccc1)S(=O)(=O)N(Cc1ccccc1)[C@@H](CC(C)C)C(=O)OC	-1	-1.1	106	3.1	2	-14	7	-3	5	-11
COc1cccc(N2CCN(CC(=O)N3CCN(S(=O)(=O)c4ccc(Cl)cc4)CC3)CC2)c1	0	-0.3	103	1.1	-10	0	2	-2	-3	9
CC(NC(=S)N1CCN(c2ccccc2)CC1)c1ccccc1 (stereo not drawn)	1	0.8	102	-4.4	-6	-3	-4	-6	3	2
Cc1cc(C(=O)COC(=O)c2ccc[nH]c2=O)c(C)n1-c1ccccc1	5	0.0	103	1.1	-6	6	0	-6	-13	-7
CCOCCn1c(=O)c2c(nc3n2CCN3c2ccc(CC)cc2)n(C)c1=O	-2	·	99	0.6	10	4	·	2	1	1
COc1cc(/C=C/c2cc(C(F)(F)F)[nH]c(=O)n2)cc(OC)c1OC	1	-0.5	100	2.4	20	7	2	1	-1	-1
O=C(CCC1COc2ccccc2O1)NCC1COc2ccccc2O1 (stereo not drawn)	-3	1.7	117	-0.9	2	-6	-7	-3	7	·
Cc1ccc(C)c(NNC(N)=S)c1	4	1.0	106	-0.6	-30	2	-5	2	8	2
COc1cccc(-c2nc(CS(=O)(=O)CC(=O)NCC(C)c3ccccc3)c(C)o2)c1 (stereo not drawn)	4	0.2	71	-1.9	4	-1	-1	-6	-1	-1
Cc1ccc(C)c(OCC(=O)Nc2ccc(S(=O)(=O)N3CCN(C)CC3)cc2)c1	-1	-1.4	90	-1.6	7	6	9	-6	5	·
COc1ccc(C(=O)c2sc(Nc3ccccc3F)nc2N)cc1	2	0.5	95	-1.4	-3	-2	-3	-4	7	?
O=C(Nc1ccc2c(c1)OCO2)C1CCN(C(=O)c2ccc(Br)cc2)CC1	-1	0.0	102	-0.9	12	-1	0	-2	-21	4
CC1CCN(S(=O)(=O)c2cc3c4c(c2)C(C)C(=O)N4CCC3)CC1 (stereo not drawn)	6	-2.0	·	0.7	-13	-1	11	-4	3	-2
Cc1cc(C)n2cc(CSc3nnc(N)s3)nc2n1	-3	-3.4	104	-2.4	-5	-1	18	0	8	·
N#Cc1ccc(/C=C/C(=O)c2ccco2)cc1	0	-2.2	103	3.0	1	2	15	-4	-5	4
COc1ccc(C(=O)Nc2ccc3c4c(cccc24)CC3)cc1	-1	-1.8	99	-1.1	8	-2	10	-5	-3	15
CNC(=O)c1cnn(-c2nc(-c3ccc(OC)cc3)cs2)c1C(F)(F)F	-4	-3.3	130	3.3	8	3	15	1	-10	3
O=C(Nc1cc(-c2ccccc2)cs1)c1ccco1	-1	-1.9	104	-0.4	11	-19	9	1	12	44*
CCCn1nnc(NC(=O)c2cccc(Cl)c2)n1	1	-2.1	110	0.5	3	7	11	-4	-2	·
C/C(CC(=O)NC(C)(C)C)=N\NC(=O)COc1ccc(C)cc1Br	4	-2.7	95	-1.4	29	2	14	2	7	-2
O=C(CSc1nnc(SCc2cccc3ccccc23)s1)c1ccc2c(c1)OCO2	5	-2.1	98	2.8	9	-2	12	-3	-3	·
CC(C)Cn1c(N)c(C(=O)COC(=O)c2ccc(Br)cc2)c(=O)n(C)c1=O	1	5.0	97	1.6	4	-2	-22	-5	6	0
COC(=O)c1[nH]c2c(c1C(=O)OC)CCc1ccccc1-2	-1	0.9	98	0.3	-11	2	-4	0	-6	-1
Cc1c(NC(=O)/C(C#N)=C/c2ccc(-c3cc(Cl)ccc3Cl)o2)c(=O)n(-c2ccccc2)n1C	2	-0.5	91	1.2	0	-7	3	0	-4	·
Cc1cc(=O)[nH]c(SCC(=O)N2CC3(C)CC2CC(C)(C)C3)n1 (stereo not drawn)	1	-1.8	128	2.9	9	2	9	-8	-3	-1
O=C(CSc1nnc(NC(=O)c2ccco2)s1)Nc1cccc(F)c1	4	-1.5	105	-1.1	-27	5	8	-3	1	2
CCN1C(=O)[C@H]2[C@@H](c3ccc(-c4ccccc4)c(OC)c3)N[C@@](CC(C)C)(C(=O)OC)[C@H]2C1=O	-7	1.1	100	-2.1	·	0	-6	1	1	-5
Cc1cc(C)nc(SCc2ccc([N+](=O)[O-])cc2)n1	-1	-2.9	98	0.1	0	4	15	-1	-1	-1
COc1ccc(-c2[nH]ncc2CN2CCN(C(=O)c3ccco3)CC2)cc1F	-1	-2.7	103	1.5	49	2	14	0	1	1
Cn1c(=O)c2c(nc(Sc3n[nH]c(N)n3)n2Cc2ccccc2Cl)n(C)c1=O	-1	-1.0	102	-1.1	3	-2	5	-2	-6	-2
O=C1CSC(c2ccccc2O)N1Cc1ccccc1 (stereo not drawn)	-3	1.8	94	-3.1	28	5	-8	-2	-4	-3
O=C1NC2(O)C(=O)c3ccccc3C2(O)N1 (stereo not drawn)	-1	-2.2	99	0.5	-6	4	11	-1	-2	-3
O=C(COC(=O)c1ccc(Cl)nc1)NC(=O)c1ccc(OC(F)F)cc1	1	1.3	94	0.7	-12	3	-7	-5	-5	5
CC(Sc1nnc(COc2ccccc2)n1Cc1ccccc1)C(=O)O (stereo not drawn)	1	-0.7	96	-2.5	3	0	4	1	0	-1

# Next compounds follow:
mol	V-ATPase pH	MOR-DOR ag	Pemphigus Ab inh	C-LANA FP	Arrestin-AP2 inh	cardiac RTF act	MOR-DOR inv ag	Keap1-Nrf2 PPI	Cardiac RTF inh	Wnt bcat act
COc1ccccc1C(=O)CN1C(=O)NC2(CCCc3ccccc32)C1=O (stereo not drawn)	-3	-2.4	96	-2.4	7	-1	12	1	4	2
Cc1ccc(Cl)cc1NC(=O)CSc1nncn1-c1ccccn1	-1	-1.8	103	0.3	-10	4	11	3	-13	2
N#Cc1ccsc1NC(=O)CSc1nnc(-c2ccccc2)o1	-3	-1.0	88	0.2	5	-3	5	-2	-7	1
Cc1cc(NC(=O)CCC(=O)N(CC(=O)NC2CCCC2)c2ccc(Cl)c(Cl)c2)no1	-3	-1.6	105	-1.3	16	-3	8	-5	0	-5
COc1ccc(N2CCN(S(=O)(=O)c3ccc4c(c3)CC(C)N4C(=O)C3CC3)CC2)cc1 (stereo not drawn)	-3	-2.5	·	-0.3	4	5	12	3	4	2
CCn1c(CNC(=O)c2ccc(OC)cc2)nnc1SCC(=O)c1ccccc1	1	-1.7	88	-0.8	0	-2	8	-7	-7	·
CCO[C@@H]1OC(C(=O)Nc2ccccc2)=C[C@H](c2coc3ccccc3c2=O)[C@H]1CCCO	0	-4.0	103	-3.3	-5	1	22	-5	1	-1
O=C(O)CSc1nc(-c2ccccc2)nc2c1CCCC2	2	-1.1	88	-0.2	-8	5	6	2	-13	0
COc1cc2c(cc1NC(=O)CSc1nc3cc(Cl)ccc3s1)oc1ccccc12	-1	-0.4	96	1.2	-8	3	2	-4	-5	4
CN(C)S(=O)(=O)c1cccc(NC(=S)Nc2ccc3cn[nH]c3c2)c1	1	-2.1	101	-1.1	13	-3	10	1	-6	2

# A different layout for part of the listing above:
# Every second line gives: V-ATPase pH | MOR-DOR ag | Pemphigus Ab inh | C-LANA FP | Arrestin-AP2 inh | cardiac RTF act | MOR-DOR inv ag | Keap1-Nrf2 PPI | Cardiac RTF inh | Wnt bcat act
- N#Cc1ccsc1NC(=O)CSc1nnc(-c2ccccc2)o1
 : -3 | -1.0 | 88 | 0.2 | 5 | -3 | 5 | -2 | -7 | 1
- Cc1cc(NC(=O)CCC(=O)N(CC(=O)NC2CCCC2)c2ccc(Cl)c(Cl)c2)no1
 : -3 | -1.6 | 105 | -1.3 | 16 | -3 | 8 | -5 | 0 | -5

# (further entries)
mol	V-ATPase pH	MOR-DOR ag	Pemphigus Ab inh	C-LANA FP	Arrestin-AP2 inh	cardiac RTF act	MOR-DOR inv ag	Keap1-Nrf2 PPI	Cardiac RTF inh	Wnt bcat act
CC(=O)N1CCc2cc(S(=O)(=O)NC(CC(C)C)C(=O)N3CCCC3)ccc21 (stereo not drawn)	0	-3.5	107	0.9	1	-6	18	3	0	-2
COc1ccc(/C=N\NC(=O)c2ccc([N+](=O)[O-])c(C)c2)cc1COc1ccccc1C(N)=O	4	-2.3	104	-0.8	-2	-5	12	-1	-1	-1
CN1CCN(c2ccc(NC(=O)c3cc(S(N)(=O)=O)ccc3N3CCOCC3)cc2)CC1	0	-1.1	93	-4.6	8	-3	4	1	3	1
CC(=O)C1C(c2ccc3ncccc3c2)NC(=O)NC1(O)C(F)(F)F (stereo not drawn)	2	-1.6	98	-0.9	14	2	9	0	-7	-2
